ST2 IL33 inh: blocks human ST2 binding to IL-33. AlphaLISA ST2-Fc/biotin-IL-33 interaction, 1 h. Q01638. inhibition, % for hits at 17 µM. 78,000 compounds, 2.3% hits; in the data active = inhibition above about 30%; inconclusive = mostly about 10% to 28%
Target sequence (Q01638 whole entry, looked up): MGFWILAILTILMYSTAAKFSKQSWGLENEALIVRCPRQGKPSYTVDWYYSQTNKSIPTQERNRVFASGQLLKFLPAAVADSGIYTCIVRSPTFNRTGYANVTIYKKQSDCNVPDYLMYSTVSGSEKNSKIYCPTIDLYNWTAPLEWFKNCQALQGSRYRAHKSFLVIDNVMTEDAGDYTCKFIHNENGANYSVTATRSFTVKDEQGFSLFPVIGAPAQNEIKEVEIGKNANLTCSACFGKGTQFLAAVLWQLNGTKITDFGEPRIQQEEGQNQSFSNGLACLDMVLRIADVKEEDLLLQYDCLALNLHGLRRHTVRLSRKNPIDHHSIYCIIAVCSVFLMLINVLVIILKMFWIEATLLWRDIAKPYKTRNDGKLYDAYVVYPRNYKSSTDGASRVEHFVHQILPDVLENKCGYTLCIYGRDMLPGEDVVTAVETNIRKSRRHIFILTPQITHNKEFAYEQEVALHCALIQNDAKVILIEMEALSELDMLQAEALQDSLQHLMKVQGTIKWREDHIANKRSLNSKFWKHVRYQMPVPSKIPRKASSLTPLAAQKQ
Numbers without * were called inactive; i = inactive; ? = inconclusive.

SMILES	ST2 IL33 inh
Cc1cnc2c(C(=O)NC(Cn3ccnc3)C(C)C)cnn2c1 (stereo unspecified)	i
Cc1ccc(N2CCCS2(=O)=O)cc1NC(=O)c1ccc(Br)o1	?
O=C(CC(O)(c1ccccc1)C(F)(F)C(F)F)c1cccs1 (stereo unspecified)	i
COc1cc(OC)cc(C(=O)N2CCN=C2SCc2ccccc2C)c1	?
O=c1[nH]c2cnccc2n1Cc1ccccc1	?
CC(C)(C)NC(=O)C1CCCN1S(=O)(=O)c1cccc2nsnc12 (stereo unspecified)	i
COc1ccc(CC(=O)Nc2ccc(Nc3nc(C)cc(Nc4ccc(OC)cc4)n3)cc2)cc1	33%*
COc1ccc(C2(CC(=O)N3CCC(c4ccccc4)CC3)CC(=O)N(C3CC3)C2=O)cc1 (stereo unspecified)	?
CN(C(=O)c1coc(=O)c2ccccc12)C1CCCCC1	i
O=C(NCc1ccc(F)cc1)c1cc(-c2ccc(Br)cc2)on1	?
O=C(CN1CCC(c2ccccc2)C1)NCc1cccnc1N1CCOCC1 (stereo unspecified)	i
CCCn1nccc1C(=O)N1CCNCC1C(=O)N1CCOCC1 (stereo unspecified)	i
Cc1ccc(Cl)cc1N1CCN(S(=O)(=O)c2cccc3cccnc23)CC1	?
CO[C@H]1CN(C(=O)c2nn(C)c3ccccc23)CC[C@H]1N	?
O=c1/c(=C/c2ccncc2)sc2n1CN(c1cccc(F)c1)CN=2	?
CC(C)(C)c1nnc(Nc2cccc(Cl)c2)[nH]c1=O	i
O=C(NCCCn1ccnc1)c1ccc([N+](=O)[O-])cc1Cl	i
O=C(NCCC1=CCCCC1)c1ncn[nH]1	i
COc1ccc(C2C(C#N)=C(N)N(c3ccc(Br)cc3)C3=C2C(=O)CCC3)cc1 (stereo unspecified)	i
COc1ccccc1C1CCCN1C(=O)CC1(c2ccccc2Cl)CC(=O)N(C2CCCC2)C1=O (stereo unspecified)	i
CN(CCO)c1ccc(-c2nc(Cc3ccc(F)cc3)no2)cn1	i
Cc1cccnc1CC(C)NC(=O)c1nc(C(C)C)cs1 (stereo unspecified)	i
Brc1ccc(-c2cn3ccc4ccccc4c3n2)cc1	i
CC(=O)Nc1ccc(S(=O)(=O)Nc2ccc(S(=O)(=O)Nc3ccc(F)cc3)cc2)cc1	i
c1cncc(NCCNC2CCC3(CCNCC3)CC2)c1	i
CCOc1ccc(NC(=O)C2c3cc(OC)c(OC)cc3C(=O)N(C)C2c2ccccc2F)cc1 (stereo unspecified)	?
CC(=O)NC(=O)c1cc2ccccc2oc1=Nc1cccc(C(F)(F)F)c1	i
O=S(=O)(NC1CCCCC1Sc1ncccn1)c1ccccc1 (stereo unspecified)	i
Cc1ccc(SCc2cc(=O)[nH]c(SCC(=O)Nc3ccccc3-c3ccccc3)n2)cc1	i
COCc1ccc(CN2CCCC(Nc3ccc4c(c3)OCO4)C2)o1 (stereo unspecified)	i

The final two records of the part before come first, to join the parts:
SMILES	ST2 IL33 inh
Cc1ccc(SCc2cc(=O)[nH]c(SCC(=O)Nc3ccccc3-c3ccccc3)n2)cc1	i
COCc1ccc(CN2CCCC(Nc3ccc4c(c3)OCO4)C2)o1 (stereo unspecified)	i
CCCc1nc(CN(CC)C(=O)c2cc(F)c(F)cc2Cl)no1	i
Cc1ccc(Cc2c(C)nc3nc(SCC(=O)N4CCOCC4)nn3c2C)cc1	?
Cc1ccc(N2CC(C(=O)Nc3ccc(Cl)cc3Cl)CC2=O)cc1 (stereo unspecified)	i
COC(=O)c1cc(N2C(=O)C3C4C=CC(C)(O4)C3C2=O)ccc1Cl (stereo unspecified)	i
CC(=O)Nc1ccc(S(=O)(=O)NC2=NCN(c3ccc(Cl)cc3)CN2)cc1	i
COc1nc(-n2nc(C)cc2C)nc(-n2nc(C)cc2C)n1	i
Cc1cccc(C)c1OCC(C)N (stereo unspecified)	i
CCC1=C(c2ccc(OC)cc2)S(=O)(=O)N(CC(=O)NCc2ccc(N(C)C)cc2)C1=O	i
CC(=O)Nc1ccc(N=Cc2ccc(Br)c([N+](=O)[O-])c2)cc1	?
CC(C(=O)O)N(c1ccc(Oc2ccccc2)cc1)S(C)(=O)=O (stereo unspecified)	i
Cc1cc(C)n(CCCC(=O)N2CCNCC2C(=O)N2CCOCC2)n1 (stereo unspecified)	i
Cc1c(C(=O)O)sc2ncnc(N3CCN(c4ccccn4)CC3)c12	?
COc1ccccc1-c1nnc(NC(=O)c2ccc(S(=O)(=O)N3CCOCC3)cc2)o1	i
COc1cc(C(=O)Nc2ccc(Cl)cc2)cc(OC)c1OC	i
Cn1c(SCC(=O)c2cccs2)nnc1-c1ccccc1	i
O=CNC(Cc1ccccc1)C(=O)O (stereo unspecified)	i
O=C1NC(=O)/C(=C/c2ccc(-c3cccc(Cl)c3Cl)o2)N1	i
O=C(Nc1cc(F)ccc1F)[C@H](CSCc1ccccc1)N1Cc2ccccc2C1=O	i
C=CCSc1nnc2c(n1)OC(/C=C/c1ccco1)Nc1ccc(Br)cc1-2 (stereo unspecified)	i
Cc1nc2c(C(=O)NCCc3ccccc3)c[nH]n2c(=O)c1Cc1ccccc1F	?
Cc1ccc(-c2ccnc(N[C@H](C)C(N)=O)n2)c(C)n1	?
Cc1ccsc1S(=O)(=O)N1CCOC2(CNCCOC2)C1 (stereo unspecified)	?
O=C(O)c1ccc(-c2cccc(CN3CCOCC3)c2)o1	i
O=C(NCc1ccco1)c1cc(I)ccc1Cl	i
CC1CC(C)CN(C(=O)c2ccc3c(c2)NC(=O)C(N2CCCCC2)S3)C1 (stereo unspecified)	i
COc1cccc2c1OC1(C)CC2NC(=O)N1 (stereo unspecified)	i
Cc1ccc(Cl)cc1NS(=O)(=O)c1cccc2nonc12	i
CN1CCN(CCCNC(=O)c2cc(-c3ccncc3)nc3ccccc23)CC1	i
COc1ncccc1C(=O)N1CCOC(c2ccc(Cl)c(Cl)c2)C1 (stereo unspecified)	?
CC(c1ccc(Br)cc1)N1CC23C=CC(O2)C(C(=O)O)C3C1=O (stereo unspecified)	i
CCOc1cccc2cc(C(N)=O)c(=Nc3ccc(C(C)=O)cc3)oc12	?
CC(C)COCC(CN(Cc1ccccc1)c1ccccc1)N1CCCC1 (stereo unspecified)	i
CCn1cc(-c2cccnc2OC)cn1	i
Cc1cccc(N2C(=O)C3C4C=CC(C4)C3C2=O)n1 (stereo unspecified)	i
COc1c(F)cc(-c2c(-c3ccccc3)ncn2CCC(C)O)cc1F (stereo unspecified)	i
CC(C)C(NS(=O)(=O)c1cccs1)C(=O)NC(c1ccccc1)c1ccccc1 (stereo unspecified)	i
O=C(COc1ccccc1Cl)NCCO	i
Cc1nc2c(c(N3CCN(S(=O)(=O)N4CCCC4)CC3)n1)CCNC2	i
Cc1cc(C)cc(N2C(=O)NC(=O)/C(=C\c3cc(Br)c(N4CCOCC4)o3)C2=O)c1	i
CC(C)Oc1ccc2c(=O)c(-c3ccccc3F)coc2c1	i
COc1cccc(CC(C2CCN(C(=O)c3cccc(F)c3F)CC2)N(C)C(=O)c2ccsc2)c1 (stereo unspecified)	i
COc1ccc(S(=O)(=O)N=C2C=C(Br)C(=O)c3ccccc32)cc1	?
CCC(C)NC(=O)CCS(=O)(=O)c1cc(Br)cc2c1N(C(C)=O)C(C)C2 (stereo unspecified)	i
COc1ccc(C2C(C#N)=C(N)Oc3n[nH]c(C)c32)cc1COc1ccccc1C (stereo unspecified)	i
CC(C)CN1C(=O)c2ccc(S(=O)(=O)c3ccc4c(c3)C(=O)N(CC(C)C)C4=O)cc2C1=O	i
CCOc1ccc(C(=O)Nc2c(C)cc(Br)cc2C)cc1[N+](=O)[O-]	i
CCCCn1c(N)c(C#N)c2nc3ccccc3nc21	?
Cc1ccc(N2CC(C(=O)NCCCN3CCOCC3)CC2=O)cc1Cl (stereo unspecified)	i
CN1CCN(CCOCCSc2ccc(Cl)cc2)CC1	i
Cc1cccc(Oc2coc3cc(OC(C)C(=O)OCC(C)C)ccc3c2=O)c1 (stereo unspecified)	?
Cc1cc(C)n(-c2cccc(C(=O)N3CCN4CCN(C)CC4C3)c2)n1 (stereo unspecified)	?
CN(C)CC(O)Cn1c2ccc(Cl)cc2c2cc(Cl)ccc21 (stereo unspecified)	?
NC(=O)c1c(N=c2oc3cc(O)ccc3cc2C(N)=O)sc2c1CCCC2	i
Cc1ccc2nc(NCc3ccccc3)c(C=Nc3ccccc3)c(=O)n2c1	?
COCC1(CNC(=O)CC(=O)Nc2ccc(C)cc2)CC1	i
O=[N+]([O-])c1ccc(Cl)c(S(=O)(=O)n2nnc3ccccc32)c1	?
CCCN1C(=O)C(C(O)c2ccc(OC)c(OCC)c2)SC1=Nc1ccccc1 (stereo unspecified)	?
CCN(Cc1cc(C(C)(C)C)n[nH]1)Cc1c(C)nn(CC)c1C	i
O=C(CN1CCCN(S(=O)(=O)c2ccc(Br)cc2)CC1)c1ccc(O)c(O)c1	?
O=C1NC(=O)C(=Cc2ccc(-c3ccccc3F)o2)C(=O)N1	?

(further entries)
SMILES	ST2 IL33 inh
C=CCc1c(C)nc2nc(SCC(=O)Nc3ccc(OCC)cc3)nn2c1C	i
COc1cc(NC(=O)c2cc(-c3ccc(Br)cc3)on2)cc(OC)c1OC	i
O=C(CCN1CCCO1)N1CC[C@@H](c2ccc3ccccc3c2)[C@H](O)C1	i
CC1NC2=C(C(=O)CC(c3ccccc3)C2)C(c2ccc(Br)cc2)C1C#N (stereo unspecified)	?
Cc1ccc(F)cc1NC(=O)CNC(=O)c1cccc(-c2ncc[nH]2)c1	i
N#Cc1c(-c2ccccc2)cc(=O)n2c1[nH]c1ccccc12	i
CN1CCN(c2nc(N3CCN(CCO)CC3)nc3ccccc23)CC1	i
CCC(N)C12C[C@@H]3C[C@@H](CC(O)(C3)C1)C2 (stereo partly specified)	i
COc1cccc(-c2ccc(NC(=O)C3CCCN(Cc4cnc(N(C)C)s4)C3)cc2)c1 (stereo unspecified)	?
Cc1cccc(CSC2=NCCN2C(=O)c2ccccc2F)c1	i
NS(=O)(=O)C#Cc1ccccc1	i
Cc1ccc(C(=O)Nc2ccc(N3CCC(N(C)Cc4cn(C)nc4C)CC3)cc2)c(C)c1	i
O=C1C[C@@H](c2ccc(O)cc2)Oc2cc(O)c([C@@H]3O[C@H](CO)[C@@H](O)[C@H](O)[C@H]3O)c(O)c21	i
COc1cc(OC)cc(C(=O)NCC2CCCN(Cc3ccncc3)C2)c1 (stereo unspecified)	?
CCN(CC)c1ccc(C(=O)Nc2nc3c(s2)CC(C)CC3)cc1 (stereo unspecified)	i
COc1ccc(OC)c(CNC(=O)c2ccc3c(c2)ncn3C2CCCC2)c1	i
Oc1cc2ccccc2cc1-c1nnc2n1N=C(c1ccccc1)CS2	i
Cc1cc2c(cc1Cl)N1CCS(=O)(=O)N=C1S2	i
O=C(O)c1ccc(CN2C[C@@H]3OCC(=O)N(Cc4ccccc4)[C@@H]3C2)cc1	i
Cc1cccc(-n2ncc3c(Nc4cccc(F)c4)ncnc32)c1	?
Cc1oc(-c2cccs2)nc1CN1CCNC(C(=O)N2CCCC2)C1 (stereo unspecified)	i
N#Cc1cccc(CN2Cc3[nH]cnc3C[C@H]2C(=O)NCc2ccco2)c1	i
N=C(c1nsnc1N)N(O)C(=O)c1ccc2nsnc2c1	?
O=C(Nc1ccccc1)Oc1ccc(Cl)cc1Br	i
Cn1ccn2ncc(C(=O)N3CCn4nc(C(=O)N5CCCC5)cc4C3)c12	i
COc1ccc(NC(=O)C(C)n2cccn2)cc1NC(=O)c1ccccc1 (stereo unspecified)	i
CC(C)c1ccc(C2CC(c3ccc(F)cc3)Nc3nc(N)nn32)cc1 (stereo unspecified)	?
CCOc1ccc(C(=O)Nc2cc(C)cc(C)c2)cc1[N+](=O)[O-]	i
Cc1cc(I)ccc1N1C(=N)SCC1=O	i
c1ccc2oc(CCCCc3nc4ccccc4o3)nc2c1	?
CC(C)c1cc(Cn2nc(C3CCCNC3)n(-c3ccccc3)c2=O)on1 (stereo unspecified)	i
O=C(Oc1ccccc1)c1cc2cc(Cl)cc(Cl)c2oc1=O	i
Cc1cccn2c(=O)c3cc(C(=O)N4CCCCCC4)n(C)c3nc12	i
CN(C)CCC(=O)N1c2ccccc2Sc2ccc(Cl)cc21	?
CCCCN(CC)S(=O)(=O)c1cc(Br)cc2c1N(C(=O)CC)CC2	i
CCN1CCN(C2CC(=O)N(c3ccc(Br)cc3Br)C2=O)CC1 (stereo unspecified)	i
Cc1ccccc1-c1nc(CSCC(=O)N2CCOCC2)c(C)o1	i
CC(CO)CN(Cc1ccccc1)C(=O)c1ncccc1O (stereo unspecified)	?
Cc1cc(C)n2nc(SCCC(=O)N3CCCC3)nc2n1	i
CCOCCCNc1c2c(c(C#N)c3nc4ccccc4n13)CCC2	i

Of the compounds above, these have bromine:
SMILES	ST2 IL33 inh
Cc1ccc(N2CCCS2(=O)=O)cc1NC(=O)c1ccc(Br)o1	?
O=C(NCc1ccc(F)cc1)c1cc(-c2ccc(Br)cc2)on1	?
COc1ccc(C2C(C#N)=C(N)N(c3ccc(Br)cc3)C3=C2C(=O)CCC3)cc1 (stereo unspecified)	i
Brc1ccc(-c2cn3ccc4ccccc4c3n2)cc1	i
CC(=O)Nc1ccc(N=Cc2ccc(Br)c([N+](=O)[O-])c2)cc1	?
C=CCSc1nnc2c(n1)OC(/C=C/c1ccco1)Nc1ccc(Br)cc1-2 (stereo unspecified)	i
CC(c1ccc(Br)cc1)N1CC23C=CC(O2)C(C(=O)O)C3C1=O (stereo unspecified)	i
Cc1cc(C)cc(N2C(=O)NC(=O)/C(=C\c3cc(Br)c(N4CCOCC4)o3)C2=O)c1	i
COc1ccc(S(=O)(=O)N=C2C=C(Br)C(=O)c3ccccc32)cc1	?
CCC(C)NC(=O)CCS(=O)(=O)c1cc(Br)cc2c1N(C(C)=O)C(C)C2 (stereo unspecified)	i
CCOc1ccc(C(=O)Nc2c(C)cc(Br)cc2C)cc1[N+](=O)[O-]	i
O=C(CN1CCCN(S(=O)(=O)c2ccc(Br)cc2)CC1)c1ccc(O)c(O)c1	?
COc1cc(NC(=O)c2cc(-c3ccc(Br)cc3)on2)cc(OC)c1OC	i
CC1NC2=C(C(=O)CC(c3ccccc3)C2)C(c2ccc(Br)cc2)C1C#N (stereo unspecified)	?
O=C(Nc1ccccc1)Oc1ccc(Cl)cc1Br	i
CCCCN(CC)S(=O)(=O)c1cc(Br)cc2c1N(C(=O)CC)CC2	i
CCN1CCN(C2CC(=O)N(c3ccc(Br)cc3Br)C2=O)CC1 (stereo unspecified)	i

Screening data as filed in PubChem BioAssay.

An excerpt; rates above refer to the full screens.
